Screens as filed in PubChem BioAssay.
CIT2 TOR yeast: modulators of CIT2-GFP expression in yeast, primary screen, S. cerevisiae, GFP fusion, multiplex flow cytometry, MLPCN library; GFP response vs DMSO, % at 10 µM; S. cerevisiae CIT2-GFP strain, 3 h; 100 means same as DMSO wells; hit rate 0.065% among 320,000; AID 2029, 2009;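 active means GFP response relative to DMSO above a set limit, near the screen mean plus 3 SD, cut at about 150% in these data; inconclusive means Fewer than 70 cells measured for a yeast strain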;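 further: ratio of well median GFP fluorescence to mean of DMSO wells on the plate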
GRK2 inh: compounds blocking aptamer binding on GRK2 – biochemical, human GRK2, bead flow cytometry, HTS, primary screen; AID 488847, 2010; Beta-adrenergic receptor kinase 1 (Homo sapiens), P25098; FAM-aptamer displacement from GRK2; hit rate 0.59% among 330,000; inhibition of aptamer binding, % at 10 µM;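 active means inhibition of aptamer binding above 40%, roughly 3 SD of noise, on plates passing a quality check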;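 further: median bead fluorescence of bound FAM aptamer so fluorescent compounds give negative values; no value below 0 was filed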
VLA-4 inh: inhibition in human VLA-4 binding assay, primary screen, VLA-4 allosteric modulator project, MLPCN library, flow cytometry, VLA-4 expressing cells | inhibition, % (about 7 µM as worked out from the volumes in the protocol) | ligand binding flow cytometry | AID 2557, 2010 | hit rate 0.2% among 330,000; in the data active means inhibition above about 50%
CR mimetic SO: reduction of superoxide in aged yeast, primary screen, HTS; S. cerevisiae aged cells, superoxide DHE fluorescence; active compounds read low; superoxide response (% of plate mean), % at 10 µM; hit rate 0.18% among 330,000; AID 2690, 2010;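 active means superoxide response under a set limit, about three screen SD below normal, cut at about 65% in these data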;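 further: yeast aged for seven days with compound at 30 °C before DHE staining; 100% = average MFI of all compound-treated wells on the plate with controls excluded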
GLD-1 TGE inh: GLD-1/TGE RNA complex disruptors, primary screen, biochemical, fluorescence polarization. hit rate 0.44% among 320,000. inhibition, % at 5.96 µM. Female germline-specific tumor suppressor gld-1 (Caenorhabditis elegans), Q17339. purified GLD-1 + fluorescein TGE RNA;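 active means percent inhibition above a per-plate cutoff, the plate mean of test compounds plus 3 SD, cut at about 30% in these data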;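 further: 0% = DMSO wells with GLD-1 and probe and 100% = wells lacking GLD-1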
Target sequence (Q17339 whole entry, looked up): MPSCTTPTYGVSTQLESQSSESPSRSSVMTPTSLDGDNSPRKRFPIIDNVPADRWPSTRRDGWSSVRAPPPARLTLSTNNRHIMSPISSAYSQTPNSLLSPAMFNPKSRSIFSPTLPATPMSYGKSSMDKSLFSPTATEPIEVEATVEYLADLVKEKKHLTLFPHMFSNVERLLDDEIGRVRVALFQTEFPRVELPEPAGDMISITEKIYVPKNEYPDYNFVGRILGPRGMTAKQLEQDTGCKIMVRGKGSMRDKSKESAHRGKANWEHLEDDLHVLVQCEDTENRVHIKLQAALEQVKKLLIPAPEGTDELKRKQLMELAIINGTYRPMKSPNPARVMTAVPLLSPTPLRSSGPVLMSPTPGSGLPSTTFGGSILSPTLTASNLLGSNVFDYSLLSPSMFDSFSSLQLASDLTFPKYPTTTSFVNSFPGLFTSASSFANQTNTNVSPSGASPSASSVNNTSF
MEX-5 binding: MEX-5 zinc finger RNA-binding disruptors – biochemical, C. elegans, fluorescence polarization, MLPCN library, primary screen; AID 1832, 2009; MEX-5/FITC-TCR2 RNA binding; active compounds read low; Zinc finger protein mex-5 (Caenorhabditis elegans), Q9XUB2; hit rate 0.38% among 300,000; activity score (negative = inhibition of binding), % at 10 µM;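 active means inhibition past about -25% in most replicates, and total fluorescence under double the plate's negative control median, limit read from the data; inconclusive means replicates evenly split on the limit, or fluorescence at least double controls; inactive means too little inhibition in most replicates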;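 further: 0% = DMSO and -100% = 5 µM competing unlabeled TCR2 RNA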
AGP1-GFP MLPCN: modulators of AGP1-GFP expression in yeast TOR pathway, primary screen, cell-based, multiplex flow cytometry, S. cerevisiae, MLPCN library. 3 h; GFP as percent of DMSO wells. GFP response vs DMSO, % at 10 µM. hit rate 0.02% among 320,000;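 active means GFP response relative to DMSO above a set limit, near screen average plus 3 SD, cut at about 150% in these data; inconclusive means fewer than 70 cells counted for the yeast strain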;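 further: median GFP channel fluorescence of the gated AGP1 strain per well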
Bcl-xL primary: inhibitors of human Bcl-xL, primary screen, biochemical, fluorescence polarization, HTS; hit rate 0.7% among 320,000; AID 2129, 2009; Bcl-2-like protein 1 (Homo sapiens), Q07817; inhibition, % at 10.9 µM; GST-Bcl-xL / FITC-Bim BH3 peptide fluorescence polarization;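 active means inhibition above the mean of all tested compounds plus 3 SD, cutoff set per campaign, cut at about 30% in these data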;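 further: 0% = DMSO wells and 100% = unlabeled Bim-BH3 peptide competitor; inhibitors lower millipolarization by displacing the labeled peptide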
Target sequence (Q07817 whole entry, looked up): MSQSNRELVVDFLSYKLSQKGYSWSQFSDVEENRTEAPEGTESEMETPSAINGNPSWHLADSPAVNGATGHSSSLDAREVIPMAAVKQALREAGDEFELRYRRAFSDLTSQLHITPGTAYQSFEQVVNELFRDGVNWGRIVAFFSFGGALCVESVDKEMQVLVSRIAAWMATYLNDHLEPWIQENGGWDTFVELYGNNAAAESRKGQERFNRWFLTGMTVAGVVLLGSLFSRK
MCL1-BIM inh: inhibitors of MCL1 binding to BIM-BH3, primary screen, biochemical, fluorescence polarization | Induced myeloid leukemia cell differentiation protein Mcl-1 (Homo sapiens), Q07820 | GST-MCL1 / FITC-Bim-BH3 fluorescence polarization | inhibition, % at 10.9 µM | hit rate 0.68% among 320,000 | AID 2057, 2009;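 active means inhibition above the mean inhibition of all tested compounds plus 3 SD, set per campaign, cut at about 40% in these data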;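 further: 0% = DMSO wells and 100% = unlabeled Bim-BH3 peptide control; higher means more loss of mP so more displacement of Bim peptide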
Target sequence (Q07820 whole entry, looked up): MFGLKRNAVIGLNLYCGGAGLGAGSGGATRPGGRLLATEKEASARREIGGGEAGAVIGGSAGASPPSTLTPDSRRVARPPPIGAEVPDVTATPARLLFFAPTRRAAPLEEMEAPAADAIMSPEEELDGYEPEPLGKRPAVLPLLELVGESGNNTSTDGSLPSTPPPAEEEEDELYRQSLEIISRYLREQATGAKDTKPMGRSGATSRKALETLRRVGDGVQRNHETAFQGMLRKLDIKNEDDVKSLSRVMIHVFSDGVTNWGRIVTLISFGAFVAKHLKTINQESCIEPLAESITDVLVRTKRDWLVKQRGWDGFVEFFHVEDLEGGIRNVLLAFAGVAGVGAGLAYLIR
The depositor's hits bear a star; ? = inconclusive; . = not tested or not shown; [ ] = another dose, or the depositor's remark. Not a hit list, and some 2.1% of all compounds hit somewhere here.

smiles	GRK2 inh	VLA-4 inh	GLD-1 TGE inh	CIT2 TOR yeast	AGP1-GFP MLPCN	MEX-5 binding	CR mimetic SO	MCL1-BIM inh	Bcl-xL primary
CN=C(Nc1ccccc1)SC1CC(=O)N(c2ccc(C(=O)OC)cc2)C1=O (stereo not given)	0.0	14.7	2.5	101.3	101.1	-2.6	101.7	-4.3	-2.5
CCC(C)(C(=O)NC1CCCCC1)N(Cc1ccco1)C(=O)CC1NC(=O)NC1=O (stereo not given)	1.0	10.4	9.6	91.0	102.4	1.0	106.1	5.4	4.5
O=C(COc1ccccc1)Nc1ccccc1C(=O)NC1CC1	0.0	0.3	0.6	90.3	91.3	-1.8	102.7	1.5	0.5
CCSc1ncc(Cl)c(C(=O)Nc2ccc(S(N)(=O)=O)cc2)n1	2.0	10.4	2.0	99.3	91.1	-0.1	63.3*	-2.7	0.5
O=C(CSc1nnc(-c2ccncc2)n1-c1ccccc1Cl)Nc1ccc(C(=O)O)cc1	1.0	-2.2	3.2	99.3	99.9	0.5	95.4	-11.4	-7.5
CC1(C)C(=O)Nc2ccccc2N1C(=O)CN1C(=O)C(=O)N(C2CCCC2)C1=O	1.0	2.4	-4.1	100.5	99.7	-0.3	104.3	6.5	7.3
CCCCSc1nnc(-c2ccc(C)cc2)o1	3.0	14.2	4.0	95.2	96.3	-2.7	90.0	4.2	-0.4
CCOc1cc(/C=C/C(=O)OCC(=O)NC2CCS(=O)(=O)C2)ccc1OCc1ccccc1 (stereo not given)	0.0	4.6	4.7	98.0	83.2	3.2	86.3	-5.1	-2.8
Cc1cc(OCC(=O)N2CCN(c3ccc(F)cc3)CC2)c2c(C)cc(=O)oc2c1	0.0	11.3	2.1	107.7	109.0	2.1	129.4	8.6	3.7
CC(=O)c1ccc(Cc2cnc(N)s2)cc1	0.0	9.8	1.3	100.5	100.5	2.1	96.7	6.9	-3.1
O=C(O)C1CC=CCC1C(=O)Nc1ccccc1Cl (stereo not given)	0.0	8.5	9.5	103.2	102.6	-0.4	111.4	-2.1	1.9
COc1ccccc1NC(=O)C1CCCN1C(=O)NCc1ccccc1 (stereo not given)	0.0	11.3	5.4	101.0	101.6	1.6	107.9	2.2	4.0
O=C(Nc1ccccc1-c1ccccc1)c1cccs1	11.0	0.6	-2.5	116.0	99.1	-4.1	100.3	2.3	0.5
CCC(=O)Nc1ccc2c(c1)ncn2C	0.0	7.6	7.6	94.5	97.8	3.0	99.5	-2.5	2.9
CC1CCCC(NC(=O)COC(=O)COc2cccc(F)c2)C1C (stereo not given)	0.0	-4.9	0.3	106.3	103.1	.	105.5	.	.
CNC(=O)Cn1c(C)cc(=O)c2cccc(OC)c21	1.0	4.1	0.7	112.6	108.3	0.5	104.1	0.3	3.1
CCOC(NC(=O)c1ccccc1)C(NC(=O)c1ccccc1)OCC (stereo not given)	0.0	6.7	2.9	92.2	94.1	1.1	93.5	-1.4	1.3
O=C(CCc1nc2ccccc2s1)N1CCN(S(=O)(=O)c2cccs2)CC1	0.0	16.7	5.2	95.6	95.5	0.8	110.0	5.8	2.8
O=C1C(Cc2ccccc2)Nc2ncnc(N3CCCCC3)c2N1Cc1ccc(Br)cc1 (stereo not given)	1.0	-5.2	-2.9	101.8	108.7	.	89.6	.	.
N#Cc1ccccc1NC(=S)NC(=O)c1cccs1	4.0	10.9	-1.5	100.4	99.2	-2.2	88.0	10.7	9.0
Cc1cc(C)n(-c2nc(NCC(C)O)c3c4c(sc3n2)COC(C)(C)C4)n1 (stereo not given)	3.0	-1.5	7.5	92.8	103.4	3.6	124.6	-6.5	-9.2
Cc1ccccc1CCNC(=O)c1cc(C2CC2)nc2c1cnn2C(C)C	0.0	9.5	5.5	89.5	93.4	.	104.4	-8.7	1.0
Cc1c(NC(=S)NC(=O)c2sc3ccccc3c2Cl)cccc1C(=O)O	2.0	0.0	1.9	84.7	101.2	-2.7	91.1	10.7	4.7
Cc1noc(C)c1NC(=O)Nc1ccc2c(c1)CC(=O)N([C@H](C)CO)C[C@@H](C)[C@H](CN(C)CC1CCCCC1)O2	1.0	36.7	5.5	.	.	.	105.8	.	.
O=C(NCCC1CCCC1)C1CCC(=O)N(CCCN2CCCC2=O)C1 (stereo not given)	0.0	9.2	-5.1	97.0	97.4	-1.8	110.6	-6.9	1.5
COc1ccc(/C=N/NC(=O)c2cccnc2)cc1CSc1ccccn1	2.0	18.3	2.7	92.6	94.2	-1.1	81.7	8.4	4.9
O=C(Cc1ccccc1)N/N=C/C=C/c1ccccc1[N+](=O)[O-]	0.0	2.7	3.1	103.0	107.9	0.2	82.4	5.7	3.5
CCc1nnc(NS(=O)(=O)c2ccc(NC(=O)CCC(=O)O)cc2)s1	2.0	14.5	0.7	107.1	102.8	1.5	99.2	-4.5	2.3
CCOc1cc(C(=O)Nc2ccccc2N2CCOCC2)ccc1OCC(=O)N1CCOCC1	5.0	14.1	6.9	102.9	104.5	.	84.8	-2.2	-5.3
CCNC(=S)Nc1cccc(NC(=O)c2ccccc2O)c1	1.0	-7.3	-3.5	102.1	103.5	1.6	89.3	6.8	4.8
COc1ccc(-c2nc(N)c(C#N)c(-c3cccnc3)c2C)cc1	1.0	10.8	4.7	93.9	108.4	-0.3	94.8	0.1	1.8
Clc1ccc2c(c1)c1cc(Cl)ccc1n2CN1CCOCC1	0.0	4.3	2.1	93.5	83.8	1.4	89.9	5.2	5.5
CCOC(=O)c1c(C)nc(SCC(N)=O)c(C#N)c1-c1ccccc1	0.0	-1.0	-3.7	113.6	92.4	-0.2	91.1	1.7	5.7
COc1ccc2c(CC(=O)NCc3ccc4c(c3)OCO4)coc2c1	0.0	-8.1	6.4	94.8	96.2	2.1	103.1	-18.9	-2.3
CCN(c1ccccc1)S(=O)(=O)c1nnc(NC(=O)CC(C)C)s1	1.0	1.8	-1.2	102.9	99.5	1.4	91.6	1.1	0.8
COC(=O)C(N)Cc1ccc(Cl)cc1 (stereo not given)	4.0	0.6	-18.0	83.9	84.6	.	91.9	17.8	13.0
Cc1ccc(NC(=S)NNC(=O)c2nn(C)c(C)c2Cl)cc1	0.0	1.8	1.1	100.0	103.2	-1.2	107.2	-2.2	-3.8
CCCCn1c(SCC(=O)NC2CCS(=O)(=O)C2)nnc1-c1ccc(OC)cc1 (stereo not given)	1.0	-0.4	7.2	111.8	111.2	1.3	96.5	-12.9	-8.4
CCc1nnc(NC(=O)CSc2nc3[nH]c(=O)cc(O)c3s2)s1	0.0	-1.8	1.7	98.6	100.1	.	125.9	16.9	15.8
COc1ccc2nc(NC(=O)c3ccc(NC(=O)C4CCCO4)cc3)sc2c1 (stereo not given)	0.0	-9.8	0.6	102.9	100.0	-2.2	113.0	-6.3	4.2
COC(=O)c1cc(C(=O)OCC(=O)Nc2ccccc2OC(F)F)cc([N+](=O)[O-])c1	4.0	-0.8	-1.9	109.2	115.0	-0.4	113.5	-0.6	1.6
CN(CC(=O)Nc1ccccc1Cl)C(=O)COC(=O)/C=C/c1cccs1	2.0	-23.1	4.6	96.4	99.0	.	96.7	-3.8	-0.4
COc1cc(Cl)c(C)cc1NC(=O)CSc1nnc(-c2ccccn2)n1Cc1ccco1	0.0	-1.7	3.7	108.0	106.1	-1.7	97.0	-4.9	0.1
N=c1c2c(-c3ccccc3)c(-c3ccccc3)n(Cc3ccco3)c2ncn1Cc1ccccc1	0.0	0.4	3.3	105.5	102.7	4.4	98.4	8.3	1.9
CCn1c(CNC(=O)c2cccc(C)c2)nc2ccccc21	3.0	5.7	-3.8	108.1	98.9	0.1	115.0	-10.1	-7.3
CCc1cccc(C)c1NC(=O)CCNC(=O)c1cccc(C)c1	0.0	2.5	1.4	104.1	100.1	1.3	103.4	-6.1	-0.6
O=C(Nc1nc(-c2cccs2)cs1)c1ccc(S(=O)(=O)N2CCCC2)cc1	19.0	-12.2	1.2	88.7	98.7	-0.6	111.0	10.0	2.5
Cn1ncc(N=Cc2ccccc2O)c1C(=O)Nc1ccccc1	1.0	13.7	2.6	95.2	94.6	1.1	98.8	2.7	6.5
CCC(NC(=O)CCc1ccccc1)c1ccccc1 (stereo not given)	8.0	-11.0	8.1	104.3	109.8	0.6	86.1	1.4	6.3
COc1ccc(Br)cc1C1Nc2cccc3cccc(c23)N1	0.0	-15.7	2.9	59.1	102.5	-2.2	79.0	21.5	19.9

Further structures
smiles	GRK2 inh	VLA-4 inh	GLD-1 TGE inh	CIT2 TOR yeast	AGP1-GFP MLPCN	MEX-5 binding	CR mimetic SO	MCL1-BIM inh	Bcl-xL primary
Cc1nc2ccccc2c(=O)n1/N=C/c1ccc2ccccc2c1O	1.0	7.3	-30.7	97.8	103.8	0.0	115.2	-3.9	0.9
O=C1N/C(=C/c2cccs2)C(=O)N1Cc1ccc(Br)cc1	0.0	10.7	3.7	90.2	96.0	-0.2	102.6	1.2	3.4
O=C(OCc1cccc([N+](=O)[O-])c1)c1ccc[nH]c1=O	3.0	8.2	-5.9	101.5	100.5	-2.3	116.9	6.4	5.4
O=C(c1cccs1)N1CCN(Cc2ccc3c(c2)OCO3)CC1	1.0	5.0	5.1	99.5	100.5	-2.1	87.5	7.2	2.4
Cc1ccc(-c2noc(CSc3nnnn3-c3ccccc3)n2)cc1	0.0	9.8	3.0	100.9	99.2	-0.6	92.5	3.8	-3.6
CC(NC(=S)Nc1ccc([N+](=O)[O-])cc1)c1ccncc1 (stereo not given)	0.0	1.9	0.6	102.1	107.1	0.7	102.9	1.5	2.2
CCCN1Cc2cccc(C(=O)Nc3cc(OC)cc(OC)c3)c2C1=O	6.0	-13.6	3.3	104.8	109.5	.	86.3	-3.1	-0.3
CC(=O)C1=C(O)C(=O)N(Cc2cccnc2)C1c1ccc(Cl)cc1 (stereo not given)	0.0	0.7	6.8	96.3	96.9	-0.4	101.5	0.3	-0.2
O=c1c2ccccc2nc2c3ccccc3c(NCCO)nn12	2.0	19.4	0.5	90.0	102.7	-1.5	96.2	-3.5	9.7
CC(Oc1ccc(Cl)cc1)C(=O)OCC(=O)Nc1ncc(Cl)cc1Cl (stereo not given)	0.0	-7.4	6.4	?	86.0[may fluoresce red and violet]	.	74.7	5.1	0.6
COC(=O)c1c(-c2cccnc2)csc1NC(=O)c1ccc2c(c1)OCO2	0.0	-15.3	-6.4	.	103.4	-1.8	97.2	-24.1	-2.3
